High-throughput results deposited in PubChem BioAssay by several laboratories.
procasp7 counter: counter-screen: procaspase-7 (human) activation. P55210. recombinant procaspase-7, Ac-DEVD-pNA absorbance 405 nm; D23A/D198A/D206A triple mutant, cannot self-cleave; scale: DMSO 0, 5 µM enzyme 100. activation, % at 8.5 µM. 0.093% of 330,000 active. AID 463210;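 active = percent activation above the screen-wide mean plus 3 SD, cut at about 25% in these data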
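System: Procaspase-7 triple mutant (PC-7 D3A); measure: % activation from two-timepoint absorbance difference, scaled to controls; times: 1 h compound preincubation, 2 h substrate cleavage, 25 °C; also added: Ac-DEVD-pNA substrate, 400 µM as added; measured by: Epi-absorbance of released pNA at 405 nm, two timepoints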
PP1 counter: blocks human PP1-alpha phosphatase, a PP5 counter-screen | P62136 | purified PP1alpha, OMFP fluorescence | inhibition, % at 6.7 µM | 0.9% of 320,000 active;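 active = inhibition above the mean inhibition of all tested compounds plus 3 SD, computed separately for each screening campaign, cut at about 15% in these data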
VLA-4 inh: inhibition in a human VLA-4 binding assay. VLA-4 expressing cells, ligand binding flow cytometry. P13612. AID 2557. 0.2% of 330,000 active. inhibition, % (about 7 µM as worked out from the volumes in the protocol); in the data active = inhibition above about 50%
GRK2 aptamer HTS: human GRK2 inhibition via aptamer displacement | P25098 | bead flow cytometry, FAM-aptamer displacement from GRK2 | inhibition of aptamer binding, % at 10 µM | 0.59% of 330,000 active | AID 488847;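 active = inhibition of aptamer binding above 40%, roughly 3 SD of noise, on plates passing a quality check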;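 also: median bead fluorescence of bound FAM aptamer so fluorescent compounds give negative values; no value below 0 was filed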
Target sequence (P25098 whole entry, looked up): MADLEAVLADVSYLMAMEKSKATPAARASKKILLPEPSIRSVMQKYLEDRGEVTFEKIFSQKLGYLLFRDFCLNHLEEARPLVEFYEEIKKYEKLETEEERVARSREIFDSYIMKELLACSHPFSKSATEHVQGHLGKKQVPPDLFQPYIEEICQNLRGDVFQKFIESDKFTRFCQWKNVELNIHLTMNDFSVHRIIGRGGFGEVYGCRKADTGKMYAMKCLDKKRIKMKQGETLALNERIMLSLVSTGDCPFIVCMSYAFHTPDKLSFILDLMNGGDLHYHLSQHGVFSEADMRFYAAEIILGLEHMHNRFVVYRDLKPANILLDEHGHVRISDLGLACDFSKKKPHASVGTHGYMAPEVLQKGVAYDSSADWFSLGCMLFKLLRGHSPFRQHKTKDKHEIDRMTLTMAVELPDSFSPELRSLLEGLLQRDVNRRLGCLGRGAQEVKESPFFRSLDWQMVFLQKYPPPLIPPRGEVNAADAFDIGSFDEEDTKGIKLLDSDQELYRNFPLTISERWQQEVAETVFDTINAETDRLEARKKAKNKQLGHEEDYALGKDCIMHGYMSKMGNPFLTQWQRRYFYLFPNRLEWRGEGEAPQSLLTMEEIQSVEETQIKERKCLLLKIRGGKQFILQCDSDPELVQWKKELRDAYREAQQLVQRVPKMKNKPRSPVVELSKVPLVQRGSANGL
Fh CTSL1 inh: counter-screen for PFM18AAP inhibitors: inhibitors of F. hepatica cathepsin L1 | recombinant F. hepatica cathepsin L1, Z-Leu-Arg-MCA fluorescence | AID 1906 | 0.49% of 300,000 active | inhibition, % at 5.96 µM;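 active = inhibition above the mean of all tested compounds plus 3 SD, set per screening campaign, cut at about 17% in these data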;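 also: 0% = plate median of test compound wells and 100% = 1 µM Z-Phe-Ala-diazomethylketone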
PP5 primary: PP5 (human) phosphatase inhibition; P53041; inhibition, % at 6.7 µM; purified PP5c, OMFP substrate fluorescence; 0.18% of 320,000 active;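 active = inhibition above the campaign's mean inhibition across all tested compounds plus 3 SD, cut at about 9.5% in these data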;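 also: 0% = DMSO only and 100% = 100 µM cantharidin control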
JMJD2C inh: blocks human GASC-1 demethylase activity. AID 2099. Q9H3R0. inhibition, % at 2.35 µM. 0.069% of 330,000 active. GST-JMJD2C(1-420) H3K9me3 demethylation, DELFIA europium;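 active = more than half of a compound's replicate wells show inhibition beyond 50%, single wells judged on their own value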;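 also: signal counts dimethyl H3K9 product captured on neutravidin plate; 0% = median of DMSO wells and 100% = 0.3 times that DMSO median; strong numbers were not always called active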
core dimer inh: blocks dimerization of HCV core protein | AID 1899 | 0.33% of 300,000 active | TR-FRET GST/Flag-core106 dimerization, 1536-well | inhibition, % at 5 µM;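 active = inhibition above the mean of all tested compounds plus 3 SD, set per screening campaign, cut at about 45% in these data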
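Assay system: tagged HCV core106 pair (GST and Flag); medium: KF-containing HEPES buffer, pH 7.45, DTT, CHAPS, BSA; also added: Eu donor and XL665 acceptor anti-tag antibodies; dosing: 5 µM single dose; timing: compound-protein-antibody incubation 4 h at 22.5 °C; signal: TR-FRET 671 and 617 nm emission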
procasp3 activ: activators of human procaspase-3. activation, % at 8.5 µM. recombinant procaspase-3 D3A, Ac-DEVD-pNA absorbance 405 nm. AID 463141. 0.11% of 330,000 active. P42574;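 active = activation above the mean of all tested compounds plus 3 SD, cut at about 21% in these data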;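 also: 0% = DMSO alone and 100% = DMSO wells spiked with extra 5 µM PC-3 D3A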
Target sequence (P42574 whole entry D9A/D28A/D175A): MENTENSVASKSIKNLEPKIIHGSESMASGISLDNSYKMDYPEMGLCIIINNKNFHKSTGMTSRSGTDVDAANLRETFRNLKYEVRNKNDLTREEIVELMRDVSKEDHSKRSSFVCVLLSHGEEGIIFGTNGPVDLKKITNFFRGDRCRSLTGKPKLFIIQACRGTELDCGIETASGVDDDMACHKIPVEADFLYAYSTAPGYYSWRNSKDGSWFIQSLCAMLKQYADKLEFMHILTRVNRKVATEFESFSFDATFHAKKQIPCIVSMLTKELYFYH
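Assay system: Autoprocessing-dead procaspase-3 D3A mutant enzyme; also added: Ac-DEVD-pNA; doses: one concentration, 8.5 µM nominal, 0.8% DMSO; times: 1 h compound preincubation, 2 h substrate hydrolysis at 25 °C; technique: 405 nm absorbance of p-nitroaniline, reads at 0 and 120 min; measure: % activation between DMSO and enzyme-spiked controls; repeats: single replicate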
The depositor's hits bear a star; . = no result given; & = joins results of further samples.

Molecule	procasp7 counter	PP1 counter	VLA-4 inh	GRK2 aptamer HTS	Fh CTSL1 inh	PP5 primary	JMJD2C inh	core dimer inh	procasp3 activ
S=C(NC1CCCC1)N1CCOCC1	-4	-1	3	0	-4	-0.1	34	-1	1
O=C(NCCc1ccccc1)c1ccccc1C(=O)NCCc1ccccc1	-7	-4	4	0	0	-0.7	7	4	-3
Oc1ccccc1-c1nc(NCc2ccco2)c2ccccc2n1	2	2	-9	0	1	0.2	8	13	-6
COC(=O)Cn1c(=O)c2c(nc3n2CCCN3CCc2ccc(OC)c(OC)c2)n(C)c1=O	7	-1	4	1	-2	-2.2	3	6	4
COc1cccc(NC(=O)CN(C)C(=O)Cc2ccc(Cl)cc2Cl)c1	7	2	-3	0	-3	2.2	9	9	-1
CCOc1cc(NC(=O)CCl)c(OCC)cc1NC(=O)CCl	6	-4	-1	2	88*	0.8	2	4	6
CC1(C)CC(=O)C(C(c2ccccc2F)C2C(=O)CC(C)(C)CC2=O)C(=O)C1	-22	-2	-4	2	-3	2.4	2	1	-3
CC1CCCC(NC(=O)COC(=O)[C@@H](NC(=O)c2ccccc2Cl)C(C)C)C1C (stereo partly drawn)	4	.	-2	0	.	.	-14	.	0
CCOC(=O)/C(=N/Nc1ccc(Cl)cc1)Sc1nnnn1-c1ccc(C)cc1	6	-2	0	0	-3	0.4	-43	-6	0
Cc1ccc(NC(=O)CCN2C(=O)NC3(CCCC3)C2=O)c(C)c1	-3	5	8	0	.	3.0	.	.	6
Oc1ccccc1/C=C/c1noc(-c2ccccc2O)n1	8	-3	-7	0	6	4.2	-10	9	-5
Cc1sc2nc(C3CC3)nc(NCCNS(C)(=O)=O)c2c1C	7	-2	-1	0	3	-0.7	6	-3	-8
Cc1ccc(S(=O)(=O)N2CCCCC2CCNC(=O)C(=O)NCc2ccco2)cc1 (stereo not drawn)	1	8	-9	4	5	0.1	9	6	0
CC(=O)c1ccc(N2CCN(C(=O)Nc3ccc(F)cc3)CC2)cc1	-4	1	6	0	-1	-2.0	16	-5	4
COc1ccccc1-c1cc(C(=O)N2CCCCC2)no1	5	-2	-12	0	-1	1.3	3	8	7
Cc1ccnc2nc(C(=O)OCC(=O)Nc3ccc([N+](=O)[O-])cc3Br)nn12	9	-3	43	4	.	-2.0	13	.	0
COc1cccc(-c2onc3ccc(C4(C)OCCO4)cc23)c1	-4	-1	-5	1	3	0.2	0	-4	0
COc1ccc(-c2noc(CSc3nnc(CCc4ccccc4)n3-c3ccccc3)n2)cc1OC	-10	2	8	0	0	5.1	-32	6	2
CCC1Sc2ccccc2N(CC(=O)NC2CC2)C1=O (stereo not drawn)	1	-4	-3	2	4	1.8	-5	2	0
O=CNC(n1cnc2c(N3CCOCC3)ncnc21)C(Cl)(Cl)Cl (stereo not drawn)	-2	3	-11	2	6	1.2	-1	0	-2
C=CCSc1nnc(-c2ccccc2NC(=O)CC)c(=O)[nH]1	1	-1	10	3	3	-0.5	3	2	1
CCOC(=O)C(=N/O)/C(C)=N/NC(=O)C(=O)Nc1cc(Cl)ccc1Cl	-1	-1	2	2	-2	7.6	10	6	5
O=[N+]([O-])c1cccc(CSC2=NCCN2S(=O)(=O)c2ccccc2)c1	7	-3	5	2	3	1.9	-20	6	7
CCCCN(C(=O)C1=COCCO1)c1c(N)n(CCCC)c(=O)[nH]c1=O	-1	0	5	0	1	-1.3	-4	-9	-2

Single entries from the list:
For procasp7 counter, COc1ccc(-c2noc(CSc3nnc(CCc4ccccc4)n3-c3ccccc3)n2)cc1OC reads -10
For PP1 counter, CCC1Sc2ccccc2N(CC(=O)NC2CC2)C1=O (stereo not drawn) reads -4

The results go on:
Molecule	procasp7 counter	PP1 counter	VLA-4 inh	GRK2 aptamer HTS	Fh CTSL1 inh	PP5 primary	JMJD2C inh	core dimer inh	procasp3 activ
CSCCC(NS(=O)(=O)c1ccccc1F)C(=O)NNC(=O)c1csc(N2CCOCC2)n1 (stereo not drawn)	6	0	4	0	-10	0.5	1	-9	-4
Cc1ccc(/C(N)=N/OC(=O)N2CCOCC2)cc1	-2	0	6	4	-5	2.8	4	-9	7
CCC12CN3CC(CC)(CN(C1)C3c1ccccc1Cl)C2O (stereo not drawn)	1	-1	5	1	-2	0.3	4	-2	11
Cc1cc(-c2ccc(Cl)cc2)n2nc(N)nc2n1	8	-1	11	0	1	1.1	7	0	-4
Cc1ccc(N(CC(=O)Nc2c(C)cccc2C)S(C)(=O)=O)cc1	-1	0	2	0	2	-0.2	-1	-2	5
COc1ccc2c(C)cc(N3CCN(Cc4ccccc4)CC3)nc2c1	-4	0	2	0	0	-0.2	0	-3	-12
Cc1cc(C)cc(OCC(O)CN2CC(C)OC(C)C2)c1 (stereo not drawn)	1	0	10	0	1	0.6	9	5	2
O=C(CSc1nc(=O)n(CCCN2CCOCC2)c2c1CCCC2)Nc1ccc(Cl)cc1	4	-2	15	0	-3	1.4	3	-1	2
COc1ccccc1NC(CC(=O)c1ccccc1)C(=O)OCC(=O)c1ccc(C)cc1 (stereo not drawn)	-16	6	6	0	-1	4.2	-11	4	-8
Cn1c(CO)cnc1SCC(=O)c1ccc(Cl)cc1	0	4	6	0	0	-0.1	-1	-6	-2
CCC1CCC2(CC1)NC(=O)N(CC(=O)N1CCc3ccccc31)C2=O (stereo not drawn)	3	.	4	0	.	.	12	.	7
CCOc1ccc(C(NC(=O)CC)c2c(O)ccc3ccccc23)cc1 (stereo not drawn)	1	-2	5	2	-4	0.8	21	10	9
CCOC(=O)c1nc(Nc2ccc(C(C)=O)cc2)c2ccccc2n1	9	-2	12	1	1	1.6	2	2	8
O=C(COc1ccccc1)N1CCc2ccccc21	-3	-2	14	0	-4	0.5	13	-14	4
O=C(COc1cc2oc(=O)c3c(c2cc1Cl)CCC3)NCCCN1CCOCC1	1	2	-2	0	5	1.3	10	-2	-5
CCCNC(=O)c1ccc(S(=O)(=O)c2ccc(OC)cc2)c([N+](=O)[O-])c1	13	1	17	1	-2	1.4	6	-16	3
Clc1nssc1=Nc1nncs1	-37	-2	-9	0	.	-2.7	-7	.	-26
O=C(NC1CC1)C1CCN(C2CCN(C(=O)/C=C/c3cccs3)CC2)CC1	1	-3	3	2	-3	-0.9	-8	1	-3
COC(=O)C(C)N(C#N)c1nc(C)nc(C)n1 (stereo not drawn)	-5	4	-7	1	2	1.3	5	-4	0
CCOC(=O)Cc1cc(=O)n2[nH]c(C)cc2n1	-10	2	4	2	1	2.0	2	-2	7
COc1ccc(/C(N)=N/O)cc1O	7	-1	-3	5	4	-2.2	1	-12	3
O=C(CSc1nnc(SCc2ccc(Cl)cc2)s1)N/N=C/c1ccc(C(=O)O)cc1	10	2	4	4	-3	-2.2	7	11	1
Cc1cccc(COCC(Cc2ccccc2)N2CCN(C(=O)c3cccc(C)c3)CCC2=O)c1 (stereo not drawn)	-1	2	12	5	2	2.4	5	4	11
c1csc(-c2ccc(N3CCOCC3)nn2)c1	-7	-1	-4	0	2	-0.6	9	4	3
Nc1ncnc2c1nc(N1CCCCC1)n2[C@@H]1O[C@H](CO)[C@@H](O)[C@H]1O	-4	-1	0	10	.	0.7	6	.	2
CCOC(=O)Cc1nnc(NC(=O)C(CC)Sc2nnc3c4ccccc4n(C)c3n2)s1 (stereo not drawn)	-15	4	9	0	2	-0.1	-13&2	13	1
COc1ccc(Cl)cc1NC(=O)C1CCCN(c2ncnc3c2nc2n3CCCCC2)C1 (stereo not drawn)	5	-2	4	3	1	-0.4	-1	-2	12
Cc1ccc(Cl)cc1N1CCN(Cc2cc(=O)n3ccsc3n2)CC1	8	-3	2	0	-2	-0.9	-2	1	2
CCCn1nnnc1SCC(=O)Nc1nnc(CC)s1	-1	-1	11	0	3	-0.6	7	-9	-1
Cc1c(-c2cc(C(=O)O)on2)cnn1C	-10	2	-2	1	-7	0.4	-1	1	-13
CCN1CCN(CC(=O)c2ccc(C)cc2)CC1	-3	-1	7	3	-6	2.2	-30	7	4
O=C(c1ccc2ncsc2c1)N1CCCCC1	-26	-4	4	8	2	-6.3	-4	-11	-8

Three compounds from above, arranged by their value in GRK2 aptamer HTS, ascending:
SMILES | GRK2 aptamer HTS
CCN1CCN(CC(=O)c2ccc(C)cc2)CC1 | 3
O=C(c1ccc2ncsc2c1)N1CCCCC1 | 8
Nc1ncnc2c1nc(N1CCCCC1)n2[C@@H]1O[C@H](CO)[C@@H](O)[C@H]1O | 10

(listing goes on)
Molecule	procasp7 counter	PP1 counter	VLA-4 inh	GRK2 aptamer HTS	Fh CTSL1 inh	PP5 primary	JMJD2C inh	core dimer inh	procasp3 activ
CCCCNC(=O)CSc1nc2ccc(C)cc2[nH]1	2	-7	-8	0	-2	0.5	-1	2	-3
N#Cc1c(/N=C/c2ccco2)sc2c1CCCCC2	-1	3	2	0	1	2.0	-2	3	8
COc1cc(C(c2c(C)[nH][nH]c2=O)c2c(C)[nH][nH]c2=O)ccc1OS(=O)(=O)c1ccc(C)cc1	-13	2	10	8	-2	2.5	-4	0	-6
O=C(O)COCC(=O)NC1CCN(Cc2ccccc2)CC1	9	-6	-1	4	-3	-0.1	1	0	-1
Cc1occc1C(=O)NC1CCCN(Cc2ccc(Cl)cc2)C1 (stereo not drawn)	10	-4	7	0	0	0.1	-6	0	-2
Cc1ccc(S(=O)(=O)Nc2nc(-c3ccccc3)cs2)cc1	-6	0	7	2	1	0.2	-16	13	-2
O=S(=O)(c1cccc(Cl)c1)N1CCSc2ccccc21	-9	-1	13	1	.	2.8	6	.	4
O=C(c1cccc(Cl)c1)N1CCC(=O)N(C(CO)Cc2ccccc2)CC1 (stereo not drawn)	4	-3	37	0	-3	-0.4	4	4	7
Oc1ccccc1-c1nc(NCc2cccnc2)c2ccccc2n1	1	1	-1	0	3	3.9	5	10	-2
Cc1csc(NC(=O)CCCc2cccs2)n1	-1	2	-5	1	-7	-0.5	-1	10	2
CCOc1ccccc1/C=C/C(=O)NCC(=O)N1CCC(N(C)C2CCCCC2C)CC1 (stereo not drawn)	-14	-1	10	0	-1	1.4	-19	-8	-7
C=C(C)Cn1c(CCCNC(=O)CC)nc2ccccc21	4	1	-7	0	0	4.1	1	-2	-4
Cc1n[nH]c(C)c1N1C(=O)c2cccc3c(N4CCCCCC4)ccc(c23)C1=O	-4	-8	-317	0	-2	-6.3	4	9	-5
C=CCN1C(=O)C(C(C)CC)NC1=S (stereo not drawn)	-6	-1	-2	0	-2	3.0	2	-4	5
COCC(C)OC(=O)c1c(N)n(CCCN2CCOCC2)c2nc3ccccc3nc12 (stereo not drawn)	-1	-4	-6	4	0	5.3	4	-7	-4
